Bioassay records from PubChem.
NR2F2 inh: inhibitors of human COUP-TFII (NR2F2) | inhibition, % at 8.6 µM | 370,000 compounds, 0.7% hits | P24468 | HEK293T NGFI-A luciferase reporter, luminescence;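 active means inhibition above a per-plate cutoff, mean inhibition of test wells between control levels plus 3 SD, cut at about 38% in these data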;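 further: cells cotransfected with COUP-TFII expression vector driving the NGFI-A reporter; 0% = median of COUP-TF2 test wells and 100% = reporter-only cells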
Target sequence (P24468 whole entry, looked up): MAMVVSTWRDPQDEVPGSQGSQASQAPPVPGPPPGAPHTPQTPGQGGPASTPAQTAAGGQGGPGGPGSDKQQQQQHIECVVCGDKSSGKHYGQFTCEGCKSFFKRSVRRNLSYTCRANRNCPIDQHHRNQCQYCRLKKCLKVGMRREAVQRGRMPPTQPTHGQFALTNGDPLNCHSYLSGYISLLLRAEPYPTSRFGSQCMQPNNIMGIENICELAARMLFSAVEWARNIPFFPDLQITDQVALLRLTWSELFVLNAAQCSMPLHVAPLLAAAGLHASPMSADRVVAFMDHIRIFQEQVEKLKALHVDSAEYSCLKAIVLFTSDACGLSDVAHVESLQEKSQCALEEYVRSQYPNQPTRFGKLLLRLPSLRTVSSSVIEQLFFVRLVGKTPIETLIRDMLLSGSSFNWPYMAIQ
* hit, by the source's call. The list is partial, so the mix of outcomes need not match the whole.

NR2F2 inh | mol
-4.5 | C=CCN1C(=O)[C@H](CC(=O)NCCCN2CCCC2=O)[C@@]2(C(=O)OCC)CCCC=C12
-33.7 | Cn1c(SCCc2ccccc2)nnc1-c1ccco1
2.0 | CN(C(=O)[C@H]1O[C@@H](n2cnc(C(N)=O)n2)[C@H](O)[C@@H]1O)c1ccccc1
4.3 | O=C(CSc1nnc(-c2cccnc2)n1-c1ccc(Cl)cc1)c1ccc(F)cc1
-19.5 | CCOC(=O)CCc1c(C)c2ccc(OCC)c(C)c2oc1=O
-22.3 | COc1ccc(C(=O)C(=O)N2CCN(C(=O)c3ccccc3C(F)(F)F)CC2)cc1OC
17.9 | COc1ccc(S[C@]2(C(=O)N3CCN(c4ncccn4)CC3)CC(=O)N(c3ccccc3)[C@@H]2c2ccc(OC)cc2)cc1
-3.6 | C=CCCC1CN(Cc2ccc(OC)cc2)S(=O)(=O)c2c(Oc3ccc(OC)cc3)cccc2O1 (centres undefined)
9.8 | CCOC(=O)[C@]12CCCCC/C=C\1N(Cc1ccc(OC)cc1)C(=O)[C@H]2CC(=O)NCc1cccc(C(F)(F)F)c1
-67.4 | COc1ccc(Nc2nc(-c3cccs3)cs2)cc1
-1.6 | S=c1[nH]nc(-c2n[nH]c3c2CCC3)n1N=Cc1c[nH]c2ccccc12
2.1 | CCC(C)[C@@H](C(=O)OC)N(Cc1cn(Cc2ccccc2)nn1)S(=O)(=O)c1ccccc1Br (some centres undefined)
-10.7 | COC(=O)[C@]1(C#N)CC(=O)N(C(C)C)[C@@H]1c1ccccc1
17.1 | O=C(CCS(=O)(=O)c1cc2c(cc1Br)CCN2C(=O)C1CC1)N1CCN(c2ccccn2)CC1
4.8 | CCCCN1CCN(C2=NC(=O)N(c3ccc(Br)cc3)C(=O)C2)CC1
13.3 | COC(=O)C1=C(C)N(Cc2ccccc2C(F)(F)F)C(=NCC2CC2)NC1c1ccc(C(F)(F)F)cc1 (centres undefined)
2.8 | CCCN(CC1CC1)C(=O)CNc1nnnn1-c1ccccc1
-13.3 | Oc1ccc(CNc2cccnc2)c2cccnc12
0.1 | C[C@H](CO)N1C[C@H](C)[C@@H](CN(C)C(=O)Nc2ccccc2)OCc2cn(nn2)CCCC1=O
-21.9 | O=C(O[C@H]1CC[C@@]23CCCN2C(=O)CCC[C@H]3C1)N1CCN(c2ccccc2)CC1

(further entries)
NR2F2 inh | mol
22.4 | Cc1ccccc1-c1ccc2c(c1)[C@@H]1C[C@H](N(C)CC3CCCCC3)[C@H]([C@H](C)O)CN1CC2
0.4 | COc1ccc(C=NN(C)C(=O)Nc2cccc(Cl)c2)cc1OC
7.5 | Cc1ccc(Cn2cc(CN3[C@@H](C)COc4cc(Br)ccc4S3(=O)=O)nn2)cc1
26.4 | COC(=O)[C@]12C[C@H](CC(=O)N3CCN(C(=O)c4ccco4)CC3)C(=O)N(Cc3cccc4ccccc34)C1=C[C@H](C1CCCC1)O[C@@H]2C
11.9 | COC(=O)[C@]12C[C@H](CC(=O)NCc3cccc(C(F)(F)F)c3)C(=O)N(Cc3ccccc3)C1=C[C@H](C(C)(C)C)O[C@@H]2C
13.8 | C=CCN1C(=O)[C@@H](CC(=O)N2CCN(C(=O)c3ccco3)CC2)[C@]2(C(=O)OCC)CCCCC/C=C/12
-3.0 | CCOC(=O)C1CCN(C(=O)C(C)(C)NC(=O)Nc2ccc(F)c(F)c2)CC1
11.8 | CC(C)C[C@H]1COc2cccc(F)c2S(=O)(=O)N1Cc1cn(CCC2OCCCO2)nn1
7.6 | Cc1ccc2c(c1)-c1c(cnn1CC(=O)NCCc1ccc(Cl)cc1)CO2
13.3 | O=C(Cc1ccccc1)NC(=S)Nc1ccc2oc(-c3ccccc3)nc2c1
3.4 | CCOC(=O)[C@@]12CN(C(=O)OC(C)(C)C)CC=C1N(Cc1ccc(OC)cc1)C(=O)[C@H]2CC(=O)N1CCOCC1
-24.7 | NS(=O)(=O)c1ccc(NC(=O)CSc2nc3ccccc3c(=O)n2-c2ccc(Br)cc2)cc1
9.7 | COc1ccccc1CNC(=O)C[C@H]1CC[C@H]2[C@H](COc3ccc(NS(=O)(=O)c4ccc(C)cc4)cc3C(=O)N2C)O1
-0.6 | COC(=O)C[C@@H]1CC[C@@H]2[C@H](COc3ccc(NC(=O)c4cccc(F)c4)cc3C(=O)N2C)O1
-13.3 | O=C(c1cc(F)ccc1F)N1CCCC(c2nc(-c3cccs3)no2)C1 (centres undefined)
9.3 | CC(=O)Nc1ccccc1C(=O)C(=O)Nc1cccc(C(=O)NCc2ccc(C)cc2)c1
-0.5 | O=C(c1cc(-c2ccccc2)on1)N1CCC(Oc2cccnc2)CC1
-4.7 | CN(C)CC(=O)N[C@@H]1C[C@@H]2O[C@@H](CO)CC[C@@H]2O[C@@H]1CCc1ccc(C2=CCCCC2)cc1
22.3 | O=C(CSc1nnc(-c2ccccc2)n1-c1ccccc1)Nc1ccccc1-c1ccccc1
3.1 | CCOC(=O)C(=O)N(Cc1ccccc1)c1ccccc1C(=O)Nc1cc(OC)ccc1OC

Following part.
NR2F2 inh | mol
-15.4 | O=C(OCC#CCSc1nnc(-c2ccccc2)o1)c1ccc(F)cc1
-9.4 | COC(=O)CCN(Cc1cccc(OC)c1OC)S(=O)(=O)c1ccccc1Br
-10.5 | Cc1cc(OC[C@@H](O)CN2CCC(C(O)(c3ccccc3)c3ccccc3)CC2)ccc1Br
-19.8 | O=C(O)c1ccc(C=Nn2c(-c3ccc(F)cc3)n[nH]c2=S)cc1
4.9 | Nc1[nH]c(C(=O)c2ccccc2)c(-c2cccc3ccccc23)c1C(=O)NCc1ccc(F)c(F)c1
-16.2 | CN(C)[C@@H]1CCN(c2cccc3c2S(=O)(=O)N2CC[C@@H](C2)O3)C1
2.0 | COC(=O)CC#C[C@H](C)[C@@H](NS(C)(=O)=O)C(C)(C)COCc1ccccc1
9.0 | Cc1nn(-c2ccccc2)c2sc(C(=O)N3CCN(Cc4ccc(F)cc4)CC3)cc12
13.7 | C/C(C=NNC(=O)CSc1nnc(-c2ccccc2)n1-c1ccc(C)cc1)=C\c1ccco1
-10.3 | CCn1c(=O)n2n(c1=O)[C@]1(C=C(C)C2)CN(Cc2ccc(OC)cc2OC)C(NC(=O)c2ccccc2)=N1
-13.4 | O=C(NCCc1ccccc1)OCc1cn(Cc2ccc(C(F)(F)F)cc2)nn1
0.2 | O=C(NC1CCCC1)C1CSCCS(=O)(=O)N1Cc1ccccc1 (centres undefined)
0.1 | Cc1ccc(Cn2cc(CN(C(C)(C)C)S(=O)(=O)c3ccccc3Br)nn2)cc1
3.6 | C[C@@H]1CN(c2ccc(N3CCN(C(=O)OC(C)(C)C)C[C@@H]3C)cc2C#N)CCN1Cc1ccccc1
-26.6 | O=C(NC1CCCCN(Cc2cccc(Cl)c2)C1=O)c1ccccc1 (centres undefined)
10.6 | CCCCCCCCN1CN2Cc3ccc(C)cc3C2CS1(=O)=O (centres undefined)
7.5 | CC[C@@H](CCCc1ccc(F)cc1)CN(Cc1ccc(OC)cc1)S(=O)(=O)c1ccc(C)cc1
-8.8 | CC(=O)N1[C@@H](CO)[C@@H](c2ccc(-c3cccc(F)c3)cc2)[C@@H]1CNCC1CCC1
-25.2 | C[C@H](O)[C@@H]1CN2CCc3c([nH]c4c(-c5ccc6c(c5)OCO6)cccc34)[C@@H]2C[C@@H]1N(C)C(=O)c1ccco1
-14.4 | C[C@H]1[C@@H](NC(=O)C2CCCCC2)CC[C@@]23CCCN2C(=O)CCC[C@@H]13

Next part:
NR2F2 inh | mol
9.9 | CCOC(=O)C1=CCN(S(=O)(=O)c2ccc(Br)cc2)C1c1cccc(Cl)c1 (centres undefined)
-24.8 | Cc1nc2sc(C(=O)NC3CC3)c(N)c2c(C)c1Cl
-5.5 | O=C(Cc1cccs1)NC1CCCCN(Cc2cccc(Cl)c2)C1=O (centres undefined)
0.8 | CCn1c2ccccc2c2cc(NC(=O)COC(=O)c3ccc(F)cc3Cl)ccc21
-0.3 | O=C(Nc1ccc(F)cc1)OCc1cn(Cc2ccc(F)c(F)c2)nn1
-1.1 | CCOC(=O)N(C)C[C@@H]1OCc2cn(nn2)CCCC(=O)N([C@H](C)CO)C[C@H]1C
-9.2 | Cc1ccccc1S(=O)(=O)N1CCCc2nc(-c3ccc(Br)cc3)ccc21
10.6 | COc1ccc(-c2oc3ccc(-c4cc(OC)c(OC)c(OC)c4)cc3c2-c2ccc(OC)cc2)cc1
-5.4 | Cc1cccc(-c2cccc3c4c([nH]c23)[C@@H]2C[C@H](N(C)C(=O)Nc3ccccc3C)[C@H]([C@H](C)O)CN2CC4)c1
6.9 | CN(Cc1ccccc1F)C(=O)C1C2C=CC3(CN(Cc4ccccc4)C(=O)C13)O2 (centres undefined)
-5.6 | COc1ccc(-c2cccc3c4c([nH]c23)[C@@H]2C[C@H]3[C@@H](C(=O)N2CC4)[C@H](C)ON3C)cc1
-4.2 | COC(=O)[C@]12C[C@H](CC(=O)NCc3ccc(OC)c(OC)c3)C(=O)N(Cc3ccco3)C1=C[C@H](C(C)C)O[C@@H]2C1CC1
-17.9 | CC1(C)CC2(CCO1)C(Nc1ccccc1)=NC(=S)N2c1ccccc1 (centres undefined)
66.8* | O=C(OC12CCCN(C1)/C(=C/c1ccncc1)C2)C1CCCCC1 (centres undefined)
-2.8 | C[C@H]1COc2cc(Br)ccc2S(=O)(=O)N1Cc1cn(CCC2OCCCO2)nn1
-26.0 | Cc1cccc(OCCCN2CCC(C(O)(c3ccccc3)c3ccccc3)CC2)c1
-29.6 | COc1ccc(-c2noc(C3CCCN(C(=O)Nc4cccc(C)c4)C3)n2)cc1 (centres undefined)
5.4 | CC(=O)c1cc(-c2ccc(-c3ccccc3)c(F)c2)c(=O)n2c1CCC2
-3.4 | Cc1cn(-c2cc(NC(=O)c3ccc(C)c(Nc4nccc(-c5cccnc5)n4)c3)cc(C(F)(F)F)c2)cn1
-16.3 | S=C(SCc1c(Cl)cccc1Cl)N1CCSCC1

Reformatted: results already given.
COC(=O)[C@]12C[C@H](CC(=O)NCc3ccc(OC)c(OC)c3)C(=O)N(Cc3ccco3)C1=C[C@H](C(C)C)O[C@@H]2C1CC1
  NR2F2 inh: -4.2
CC1(C)CC2(CCO1)C(Nc1ccccc1)=NC(=S)N2c1ccccc1 (centres undefined)
  NR2F2 inh: -17.9
O=C(OC12CCCN(C1)/C(=C/c1ccncc1)C2)C1CCCCC1 (centres undefined)
  NR2F2 inh: 66.8*
C[C@H]1COc2cc(Br)ccc2S(=O)(=O)N1Cc1cn(CCC2OCCCO2)nn1
  NR2F2 inh: -2.8

The list goes on:
NR2F2 inh | mol
24.2 | O=C(OC12CCCN(C1)/C(=C/c1ccncc1)C2)c1ccc(F)cc1 (centres undefined)
24.4 | O=C(CSc1nnc(-c2ccccn2)n1-c1ccccc1)Nc1ccc2c(c1)OCCO2
-5.8 | COC(=O)[C@]12C[C@H](CC(=O)N3CCN(C(=O)C4CC4)CC3)C(=O)N(Cc3ccc4c(c3)OCO4)C1=C[C@H](C(C)C)O[C@@H]2C1CC1
-18.4 | COc1ccc(Cn2c(NC(=O)c3ccccc3)nc(Cc3ccccc3)c2-c2ccccc2)cc1
-7.1 | O=C(NC1CCCC1)[C@@H]1CCCN1C(=O)[C@@H](NS(=O)(=O)c1ccc(F)cc1F)C1CCCCC1
-12.0 | Cc1cccc(NC(=O)C(=O)NCCCc2ccccc2)c1
-3.2 | C/C(=N\Nc1ccc(S(=O)(=O)Nc2ccccc2)cc1[N+](=O)[O-])c1ccncc1
9.5 | CC(CCN1CCC(C(O)(c2ccccc2)c2ccccc2)CC1)Oc1ccc(C(F)(F)F)cc1 (centres undefined)
-1.0 | CN1CCCCC(NC(=O)C23CC4CC(CC(C4)C2)C3)C1=O (centres undefined)
1.4 | S=C(SCc1nc(-c2ccc(Cl)cc2)no1)N1CCSCC1
-2.3 | C[N+]1=C(N)N[C@@]2(C=C3CCCCC3n3c(=O)n(-c4ccccc4)c(=O)n32)C1 (some centres undefined)
-5.5 | O=C(NCCc1c[nH]c2ccccc12)OCc1cn(Cc2cc(F)ccc2F)nn1
-40.1 | O=C(Nc1ccccc1)n1ccc(-c2ccc(-n3ccnc3)cc2)n1
22.1 | CCn1c2ccccc2c2cc(NC(=O)CSc3nnc(-c4ccccc4)n3-c3ccc(C)cc3)ccc21
22.3 | CCOC(=O)c1csc(NC(=O)C2CCCN(S(=O)(=O)c3ccc(Cl)s3)C2)n1 (centres undefined)
0.8 | N#Cc1ccc(Cn2ccc3ccc(-c4ccc5ccn(C(=O)C6CC6)c5c4)cc32)cc1
8.9 | C[C@@H]1CCN(C2CC2)S(=O)(=O)c2c(cccc2N2CCC[C@@H]2CO)O1
-0.7 | COC(=O)[C@]12CCCCC=C1N(Cc1ccc(OC)cc1)C(=O)[C@@H]2CC(=O)NCCCCc1ccccc1
14.5 | COC(=O)[C@H](CC(C)C)N(CCCc1cn(CC2CCCCC2)nn1)S(=O)(=O)c1ccc(F)cc1Br
3.2 | Nc1[nH]c(C(=O)c2ccc(Br)cc2)c(-c2ccc(Cl)cc2)c1C(=O)NCCc1c[nH]c2ccccc12

(list continues)
NR2F2 inh | mol
-20.1 | O=C(NCc1ccc(F)cc1)c1cccc2c1C(=O)c1ccc(Cl)cc1S2(=O)=O
-10.5 | Cc1c[nH]c2cccc(-c3cc4ccccc4o3)c12
3.4 | Cc1nc2ccc(C(=O)N3CCN(C(=O)C(Cl)Cl)CC3)cc2n1C1CCCC1
-2.0 | Cn1c(CNC(=O)c2ccccc2F)nnc1SCc1nc2ccccc2c(=O)[nH]1
-0.8 | Cc1noc(C)c1S(=O)(=O)N(C)C[C@@H]1OCc2cn(nn2)CCCC(=O)N([C@H](C)CO)C[C@H]1C
-8.5 | CCCCNc1nc2ccccc2n1CC(=O)Nc1ccc2c(c1)OCCO2
-10.0 | O=C(OCC#CCSc1nnc(-c2cccc3ccccc23)o1)c1ccc(OC(F)(F)F)cc1
-15.9 | CC(=O)Nc1ccc(C(/C=C/c2ccccc2)Cc2ccccc2)cc1 (centres undefined)
18.9 | O=C(O)c1cccc(NCc2ccncc2)c1
62.6* | O=C(c1ccc(F)cc1)C1CCN(c2ncnc3sccc23)CC1
-7.7 | Cc1cc(O)cc(=O)n1-c1cc(F)c(F)c(F)c1
